Screening data: PubChem, Fisher Drug Discovery Resource Center
mcGAS inh: inhibitors of mouse cGAS. Q8C6L5. recombinant cGAS, Kinase-Glo ATP depletion luminescence. inhibition, % at 12.5 µM. hit rate 0.15% among 160,000. AID 1259399;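 also: 0% = negative control wells and 100% = reference inhibitor with no enzyme activity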
hcGAS lum: inhibitors of human cGAS; Q8N884; recombinant h-cGAS, ATP depletion, Kinase-Glo luminescence; inhibition, % at 12.5 µM; hit rate 0.081% among 290,000;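 also: 0% = vehicle reaction and 100% = reaction without DNA for no activity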
Target sequence (Q8N884 whole entry, looked up): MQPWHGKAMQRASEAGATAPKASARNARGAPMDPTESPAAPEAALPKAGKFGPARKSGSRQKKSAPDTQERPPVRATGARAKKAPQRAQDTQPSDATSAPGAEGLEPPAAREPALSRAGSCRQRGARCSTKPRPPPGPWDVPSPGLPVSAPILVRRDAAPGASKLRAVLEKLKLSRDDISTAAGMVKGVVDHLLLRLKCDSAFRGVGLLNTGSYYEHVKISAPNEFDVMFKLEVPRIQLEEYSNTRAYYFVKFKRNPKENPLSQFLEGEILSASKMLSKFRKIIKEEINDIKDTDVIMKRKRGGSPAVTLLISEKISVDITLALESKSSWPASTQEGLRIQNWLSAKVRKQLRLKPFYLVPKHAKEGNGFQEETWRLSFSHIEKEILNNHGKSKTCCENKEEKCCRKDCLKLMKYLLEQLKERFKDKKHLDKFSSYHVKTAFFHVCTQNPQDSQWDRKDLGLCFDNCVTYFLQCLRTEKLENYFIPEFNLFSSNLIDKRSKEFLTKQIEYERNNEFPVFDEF
NPYLR7 ag: mosquito NPYLR7 agonism; HEK293T NPYLR7/Galpha15, GCaMP6s calcium fluorescence; activation, % at 10 µM; hit rate 0.15% among 270,000; AID 1259423; in the data active = activation above about 40%;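 also: 0% = vehicle and 100% = reference agonist at the receptor; some compounds past the cut are filed as inactive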
Starred values were filed as active, the others as inactive; / = not tested or not shown; & = joins results of further samples. Rule as the data show it, unless noted: active = inhibition above about 40%; inactive = the rest.

Order of results – mcGAS inh, hcGAS lum, NPYLR7 ag
1) Cc1cnc(CN[C@@H]2CN(C(=O)Nc3ccccc3C)C[C@H]2O)cn1
→ -13, -8, /
2) Cc1cc(C)cc(N(C(C)C(=O)Nc2ccccc2C(=O)NCC(C)C)S(C)(=O)=O)c1 (stereo not given)
→ /, -5, -1
3) N#Cc1ccccc1-c1ccc(COc2coc(CN3CCN(C(=O)COCc4ccccc4)CC3)cc2=O)cc1
→ -8, -6, 2
4) CCCCS(=O)(=O)N1CCCN(c2nc(CCC)nc3c2c(C)nn3-c2ccccc2)CC1
→ -9, -13, /
5) O=C(NCCc1ccccn1)c1cc(-c2cccs2)nn1-c1ccc(Cl)c(Cl)c1
→ -5, -4, 18
6) CCC1CN(c2cnc3ccccc3n2)CCC(=O)N1Cc1ccccc1 (stereo not given)
→ -13, -4, 3
7) O=C(NCc1ccccc1)c1nn(-c2ccccc2)c(=O)n(Cc2cccc(Cl)c2)c1=O
→ -6, -6, 14
8) Cc1cc(C(=O)Cn2cc(C(F)(F)F)cc(Cl)c2=O)c(C)n1C
→ /, -11, 0
9) O=C(/C=C/c1cccnc1)NC1CCN(c2ccc(Cl)cc2)C1=O (stereo not given)
→ -18, -9, 6
10) COC(=O)CCCC(=O)N1CCN(c2nc3cc(C)c(C)cc3nc2-c2ccccc2)CC1
→ 1, -2, /
11) CCCS(=O)(=O)N1CCCC1C(=O)N1CCCC2CCCCC21 (stereo not given)
→ /, -6, 9
12) COc1ccc(S(=O)(=O)N(Cc2cccc(Oc3ccc(Cl)cc3)c2)Cc2ccco2)cc1
→ -3, -2, 0
13) O=C(Nc1cccc(-c2nc3ccccc3o2)c1)c1cccc(Cl)c1Cl
→ -4, -6, -1
14) O=C(CN1CN(c2ccccc2)C2(CCN(C(=O)c3ccc(Br)cc3)CC2)C1=O)NCCc1ccc(Cl)cc1Cl
→ -5, -5, 17
15) C=CCN(CC(=O)N1CCc2sccc2C1COc1ccc(C)cc1C)C(=O)c1cccc(Cl)c1 (stereo not given)
→ 7, 3, /
16) COCCCN(CC(=O)N1CCc2sccc2C1COc1ccccc1F)C(=O)Cc1ccccc1 (stereo not given)
→ 0, 1, -5
17) CCN1CCN(C(=O)c2cnn(C(C)(C)C)c2C(C)C)CC1
→ -7, -10, 11
18) CC(C(=O)N(Cc1cnn(C)c1)C1CC1)n1cccc1 (stereo not given)
→ /, -5, 0
19) CC(=O)Nc1nnc(SCCc2ccccc2)s1
→ -6, -8, -5
20) Cc1csc2nc(COC(=O)CC(NC(N)=O)c3cccc(Oc4ccccc4)c3)cc(=O)n12 (stereo not given)
→ /, 8, 13
21) OCCCNc1ncnc2c1oc1ccccc12
→ -7, -1, 6
22) COc1ccc(C2CCN(S(=O)(=O)C3CC3)C2)cc1 (stereo not given)
→ /, -11, -3
23) CN(Cc1cc2n(n1)CCCNC2)Cc1cc(-c2ccccc2)n[nH]1
→ /, -7, -4
24) CCNC(=O)NC1CC1c1ccc(C)c(C)c1 (stereo not given)
→ /, 5, -2
25) Fc1cc2nc(N3CCOCC3)ccc2cc1Br
→ -6, -4, 0
26) CCONC(=O)c1sc(-c2ccccc2)cc1OCC(=O)N1CCCCC1
→ /, -8, 12
27) CCCCC(=O)O[C@H]1CCC2C3CCc4cc(O)ccc4C3CC[C@@]21C (stereo not given in full)
→ /, -6, -2
28) CC(CO)N(C)c1ncc(C(F)(F)F)cc1Cl (stereo not given)
→ -7, -10, 8
29) Oc1ccc(Cl)cc1C=Nc1n[nH]c2ccccc12
→ /, 8, -15
30) O=C1CCc2cc(OCC(=O)N3CCCc4cc(F)c(F)cc43)ccc2N1
→ /, -2, -2
31) CN(Cc1coc(-c2cccs2)n1)S(=O)(=O)c1ccc(F)cc1
→ -11, -5, 4
32) COc1cc(CNc2ccc3nc(C)sc3c2)ccc1OC(F)F
→ /, -5, 2
33) Cc1cc2c(cc1Br)NC(=O)/C2=N/N1C(=O)c2ccccc2C1=O
→ -2, -6, 14
34) COc1ccccc1NC(=O)/C=c1/s/c(=C\c2ccsc2)c(=O)n1C
→ /, 1, 2
35) O=C(c1cccs1)N1CC[C@@H](c2ccc3ccccc3c2)[C@H](O)C1
→ -11, -9, /
36) COCC1(C(=O)N2CCC(Cc3cccc(C(N)=O)c3)C2)CCC1 (stereo not given)
→ /, -6, 20
37) FC(F)(F)c1ccnn1-c1nc(-c2ccc(Br)cc2)cs1
→ /, 3, -1
38) COc1ccc(S(=O)(=O)Nc2ccc(N(C)C)c(CN(Cc3cccc(F)c3)C(=O)c3cccc(C)c3)c2)cc1
→ 0, 5, -2
39) CCN1C(=O)N(CCCc2cccnc2)C(=O)C12CCN(Cc1ccccc1-c1ccco1)CC2
→ -8, -25, 17
40) Cc1nc2ccc(C(=O)N(C)Cc3ccco3)cn2c1N(C)C(=O)CCc1ccccc1
→ -4, -6, 20

Given with bars between the fields: 4 of the compounds above
# | SMILES | mcGAS inh | hcGAS lum | NPYLR7 ag
35 | O=C(c1cccs1)N1CC[C@@H](c2ccc3ccccc3c2)[C@H](O)C1 | -11 | -9 | /
36 | COCC1(C(=O)N2CCC(Cc3cccc(C(N)=O)c3)C2)CCC1 (stereo not given) | / | -6 | 20
37 | FC(F)(F)c1ccnn1-c1nc(-c2ccc(Br)cc2)cs1 | / | 3 | -1
38 | COc1ccc(S(=O)(=O)Nc2ccc(N(C)C)c(CN(Cc3cccc(F)c3)C(=O)c3cccc(C)c3)c2)cc1 | 0 | 5 | -2

Additional entries follow.
Order of results – mcGAS inh, hcGAS lum, NPYLR7 ag
41) COc1ccc(/C=C2\C=C(c3ccccc3)N(c3ccc(Sc4ccc([N+](=O)[O-])cc4)cc3)C2=O)cc1
→ -7, -4, 10
42) CN(C(=O)c1cccs1)C(Cc1ccccc1)C1CCN(C(=O)/C=C/c2ccccc2)CC1 (stereo not given)
→ -13, -7, 1
43) CCc1c2c(nc3sc(C(=O)NCc4ccco4)c(N)c13)CC(C)(C)CC2=O
→ /, -6, -2
44) CCN(CC)c1ncccc1CNCc1cccc(-n2cccn2)c1
→ /, 0, 3
45) Cc1ccc(C(=O)NCCCc2ccccc2)c(C2CCN(S(=O)(=O)c3ccccc3)CC2)n1
→ /, -14, 1
46) COc1cccc(C(CN2CCN(C(=O)Nc3ccc(OC)cc3OC)CC2)OCc2ccc(C#N)cc2)c1 (stereo not given)
→ -6, -6, /
47) COc1ccc(/C=C2\NC(=S)NC2=O)c(OC)c1
→ 0, 0, -8
48) COc1cc(NC(=S)Nc2ccc(F)cc2)cc(OC)c1OC
→ 1, 5, 0
49) CCN(C(=O)CN1CCN(S(=O)(=O)c2ccc(C)cc2)CC1)C1CCCCC1
→ -6, -5, 1
50) Cc1[nH]n(-c2nc(-c3cccc([N+](=O)[O-])c3)cs2)c(=O)c1N=Nc1ccc(Cl)cc1C(=O)c1ccccc1
→ -8, -5, 5
51) CC(O)CN1CCC(CNC(C(N)=O)c2ccc(F)cc2)CC1 (stereo not given)
→ /, -6, 9
52) Cc1ncc(CN2CCC(CNC(=O)CC3=CCCCC3)C2)cn1 (stereo not given)
→ 0, 1, -2
53) CCOP(=O)(Cc1ccc(NC(=O)CC(c2ccccc2)c2ccccc2)cc1)OCC
→ -6, -4, 0
54) CN1C(=O)C2C(c3ccccc3)NN(C)C2C1=O (stereo not given)
→ -11, -6, -7
55) CC(=O)N1CCN(C(=O)Nc2cccc(OC(F)(F)F)c2)C(C)C1 (stereo not given)
→ -6, -17, 2
56) Cc1ccc2c(C)c(C(=O)N3CC(c4ccncc4)C3)oc2c1
→ /, -3, -1
57) O=C(NCCc1ccc(Cl)cc1)C1CCCCC1
→ -4, -4, -10
58) COC(=O)C(CCSC)NC(=O)c1cc(COc2ccc(C)nc2)on1 (stereo not given)
→ -4, -10, -6
59) Nc1ccc2c(c1)nc1n2CCCCC1
→ 2, 4, 9
60) Cc1ccc(NC(=O)C(C)C)cc1C1CCN(Cc2ccc(Oc3ccc(F)c(F)c3)cc2)CC1
→ /, -1, -12
61) O=C(Nc1ccc2c(c1)OCO2)C(C1CCCC1)N1CCN(C(=O)c2cccc(F)c2)CC1 (stereo not given)
→ -3, -1, -3
62) Cc1ccc(NC(=O)CC(=O)NCCN2CCCC2)cc1Cl
→ /, -6, 8
63) CC(C)OCCCNC(=O)CCc1cc2c(n1-c1ccc3c(c1)OCO3)-c1ccccc1CC2
→ -9, -3, 3
64) COCc1cccc(-c2csc(C(NC(C)=O)c3ccc(F)c(F)c3)n2)c1 (stereo not given)
→ /, -7, 5
65) O=C(CCc1c[nH]c2ccccc12)N1CCOC(Cc2ccccc2)C1 (stereo not given)
→ -8, -5, 26
66) C=CCOc1cccn2c(N(C=O)CCCC)c(CC)nc12
→ -2, -2, 2
67) COCc1nc(C)nc(N2CCN(C(=O)c3cccs3)CC2)c1Cc1c(F)cccc1Cl
→ -3, 2, 1
68) CCOC(=O)N1CCN(C2CCCN(C(=O)c3ccc(=O)[nH]c3)C2)CC1 (stereo not given)
→ /, -5, 4
69) Cc1cc(C)cc(-n2nnnc2SC(C)C(=O)N2CC(C)CC(C)C2)c1 (stereo not given)
→ /, -9, 5
70) CCCCCOc1ccc(S(=O)(=O)N2CCOCC2)c2ccccc12
→ -11, -5, -4
71) Cn1c(N)c(C(=O)COC(=O)CC2CCCC2)c(=O)n(C)c1=O
→ /, -5, 3
72) COc1ccc(OC)c(CCNc2nc3cnc(-c4cc(OC)c(OC)c(OC)c4)cc3n2C)c1
→ -7, -5, 70*
73) COCCNCCOc1ccccc1
→ /, -7, 5
74) CC(C)=CC1C(C(=O)NC2CCCCC2C(F)(F)F)C1(C)C (stereo not given)
→ -16, -11, 12
75) CO[C@H]1/C=C/O[C@@]2(C)Oc3c(C)c(O)c4c(O)c(c(C=NN5CCN(C)CC5)c(O)c4c3C2=O)NC(=O)/C(C)=C\C=C\C(C)[C@H](O)[C@@H](C)[C@@H](O)[C@@H](C)[C@@H](OC(C)=O)[C@@H]1C (stereo not given in full)
→ /, -9&-5, -6
76) Cc1cc(OS(=O)(=O)c2cn(C)c(=O)n(C)c2=O)ccc1C(C)C
→ -10, -9, -1
77) Cc1cccn2c(=O)c(C=NCCO)c(NCc3ccco3)nc12
→ /, -1, 1
78) CC(c1ccccc1)N1CCN(C(=O)CN2CCN(c3ccc(F)cc3)CC2)CC1 (stereo not given)
→ -6, -2, 10
79) O=C(O)Cn1c(-c2cccs2)n[nH]c1=S
→ /, 0, 23
80) COc1ccc(NC(=O)CSc2nc(=O)n(CCCN(C)C)c3c2CCCC3)cc1OC
→ -4, 2, 1
81) Cc1cn2c3c(=O)n(C)c(=O)n(C)c3nc2n1Cc1ccc(Cl)cc1
→ /, -9, -2
82) CSc1nsc(SCc2csc(-c3ccc(C(F)(F)F)cc3)n2)n1
→ -4, -3, 22
83) Cc1ccc(C(=O)C(C)N(C(=O)c2ccc(Cl)cc2Cl)N2C(=O)CCCC2=O)cc1 (stereo not given)
→ /, -2, -2
84) CC(=O)N1CCC(NC(=O)CCn2cncn2)CC1
→ /, -4, 3
85) CC(Cl)C(=O)Nc1cc(-c2onc3c2CCCC3)ccc1Cl (stereo not given)
→ -4, -3, 1
86) CC1(C(=O)NS(=O)(=O)c2ccc(Cl)cc2)CCN1C(=O)c1ccco1 (stereo not given)
→ /, -3, 2
87) CN(Cc1ccccc1)c1cc(-c2ccccc2)nc(SCc2ccc(C(=O)NCc3ccc4c(c3)OCO4)cc2)n1
→ 0, 4, -3
88) CC(=O)c1cnc2cc(-c3cccc(Br)c3)nn2c1C
→ /, -4, -3
89) O=C(CCc1nc(-c2ccccc2F)no1)N[C@H]1COC[C@@H]1N1CCCCC1
→ -16, -5, -4
90) CCc1nc2ccc(C(=O)N3CCN(C(=O)c4ccco4)CC3)cn2c1N(CCN(C)C)CC1CC1
→ -1, -6, -1

Among those listed so far, these contain bromine.
Order of results – mcGAS inh, hcGAS lum, NPYLR7 ag
14) O=C(CN1CN(c2ccccc2)C2(CCN(C(=O)c3ccc(Br)cc3)CC2)C1=O)NCCc1ccc(Cl)cc1Cl
→ -5, -5, 17
25) Fc1cc2nc(N3CCOCC3)ccc2cc1Br
→ -6, -4, 0
33) Cc1cc2c(cc1Br)NC(=O)/C2=N/N1C(=O)c2ccccc2C1=O
→ -2, -6, 14
37) FC(F)(F)c1ccnn1-c1nc(-c2ccc(Br)cc2)cs1
→ /, 3, -1
88) CC(=O)c1cnc2cc(-c3cccc(Br)c3)nn2c1C
→ /, -4, -3

Additional entries follow:
Order of results – mcGAS inh, hcGAS lum, NPYLR7 ag
91) Cc1ncc(C[n+]2ccccc2C)c(N)n1
→ /, -2&-4, 3&5
92) Cc1cnn(CCC(=O)N2CCNCC2C(=O)NCc2cccnc2)c1 (stereo not given)
→ -9, -3, 4
93) COc1ccc(C(=O)N[C@@H]2CCCCC2NC(=O)C2CCCN(C(=O)Cc3cccs3)C2)cc1 (stereo not given in full)
→ -4, -6, -2
94) COc1cccc(C(=O)N2C(C(=O)NCc3ccco3)COC23CCN(C(=O)c2ccc(F)cc2)CC3)c1 (stereo not given)
→ -9, -8, 6
95) COc1ccc(-c2nc(C(N)=O)c3[nH]c(=O)n(-c4ccc(OC)cc4OC)c3n2)cc1
→ -7, -9, -9
96) N#CC(=Cc1ccccc1F)S(=O)(=O)c1cc(Br)ccc1Br
→ /, -2, 3
97) O=C(O)CSc1nc(Cl)cc(N2CCN(C/C=C/c3ccccc3)CC2)n1
→ -6, -6, -1
98) O=C(c1cnn(-c2ccccc2)c1C(F)(F)F)N1CCN(Cc2cc(=O)c(OCc3ccc(C(F)(F)F)cc3)co2)CC1
→ -7, -4, 4
99) CC(c1nc(C2CC2)no1)S(=O)(=O)Cc1cc(Cl)c2c(c1)OCCCO2 (stereo not given)
→ /, -5, 5
